GAA850 FXN act – activators of GAA850 frataxin (FXN) promoter | HEK293 lucGAA850 FXN promoter luciferase reporter, 24 h; percent of 10 µM SAHA response | AID 540364 | 360,000 tested, 0.56% active | activation, % at 6 µM;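 active = activation above the average of all compounds screened plus 3 SD, cutoff fixed separately per campaign, cut at about 7.5% in these data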;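 also: 0% = DMSO wells and 100% = 10 µM SAHA wells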
DAX1 inh-1 – blocks DAX1 repression of SF-1 activated StAR promoter. HEK293T StAR-luciferase reporter, SF-1/DAX-1 repression relief. inhibition, % at 6.8 µM. 370,000 tested, 1.1% active. AID 652010;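 active = inhibition above the mean over all tested compounds plus 3 SD, cut at about 3.6% in these data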;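 also: 0% = DAX-1 cells with DMSO and 100% = cells lacking DAX-1 with DMSO; higher inhibition means more luminescence from relief of DAX-1 repression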
hcDAF-12 act – activates DAF-12 receptor from parasite H. contortus; HEK293 hcDAF-12 lit1-tk-luc reporter, luminescence; 0% DMSO, 100% Δ7-dafachronic acid; activation, % at 6.8 µM; 370,000 tested, 1.4% active; AID 652067;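 active = activation above the mean of all tested compounds plus 3 SD, cut at about 5.5% in these data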;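 also: 100% = response to 3 µM Δ7-dafachronic acid high control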
hgDAF12 agonist – agonists of H. glycines DAF-12 nuclear receptor; AID 687014; activation, % at 6.8 µM; HEK293 GAL4-hgDAF12 UAS-luciferase reporter, agonist luminescence; normalized to butyrate control; 370,000 tested, 1.8% active;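 active = activation above a cutoff set at the mean of all screened compounds plus 3 SD, cut at about 10% in these data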;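 also: 0% = DMSO wells and 100% = sodium butyrate wells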
ssDAF-12 act – activators of S. stercoralis DAF-12 nuclear receptor | HEK293 ssDAF-12/GRIP1 lit1-tk-luc reporter, luminescence; % of 3 µM dafachronic acid response | AID 652126 | activation, % at 6.8 µM | 370,000 tested, 1% active;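 active = activation above the mean over all tested compounds plus 3 SD, cut at about 0.9% in these data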;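 also: 0% = DMSO-only wells and 100% = 3 µM delta7-dafachronic acid wells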
Rev-erbA mod – modulators of human Rev-erb alpha DNA binding | P20393 | Rev-erbα–FITC-DNA binding, fluorescence polarization, 90 min | activity, % at 10 µM | 370,000 tested, 0.79% active;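 active = activity above about 14%, limit read from the data; passing the limit was not always enough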;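 also: 0% = DMSO wells with 35 nM protein and 100% = DMSO wells with 750 nM protein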
HGIII-sPLA2 inh – Inhibits HGIII-sPLA2 liposome hydrolysis, primary screen; Q9NZ20; QFRET BODIPY PC-A2 liposome hydrolysis, fluorescence; inhibition, % at 12.2 µM; 370,000 tested, 0.56% active; AID 743126;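 active = inhibition above mean plus 3 SD of compounds lying within the high and low control bounds, cut at about 19% in these data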;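 also: 0% = median of test compound wells and 100% = no enzyme DMSO wells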
SMARCA2 act – increases SMARCA2 function in MMTV reporter cells; 370,000 tested, 1% active; activation, % at 9.1 µM; MG213 cells, MMTV-luciferase reporter, dexamethasone, overnight; AID 652017; in the data active = activation above about 7.8%;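 also: 0% = vehicle wells and 100% = reference activator wells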
DAX1 inh-2 – NR0B1 (DAX1) inhibition; HEK293 Gal4-DAX1 luciferase reporter, luminescence; P51843; inhibition, % at 6.75 µM; AID 504766; 340,000 tested, 0.99% active;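 active = inhibition above the mean over all tested compounds plus 3 SD, cut at about 4.2% in these data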;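 also: 0% = DAX1-transfected cells with DMSO and 100% = empty-vector control cells with DMSO; inhibition shows as a rise in luminescence from relieved DAX1 repression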
PLC-beta3 inh – PLC-beta3 (human) inhibition, primary screen; inhibition, % at 12.2 µM; Purified PLC-beta3, fluorogenic substrate, fluorescence; 370,000 tested, 0.18% active; Q01970; in the data active = inhibition above about 11%;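 also: 0% = median of compound wells on plate and 100% = full blocker control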
Target sequence (Q01970 whole entry, looked up): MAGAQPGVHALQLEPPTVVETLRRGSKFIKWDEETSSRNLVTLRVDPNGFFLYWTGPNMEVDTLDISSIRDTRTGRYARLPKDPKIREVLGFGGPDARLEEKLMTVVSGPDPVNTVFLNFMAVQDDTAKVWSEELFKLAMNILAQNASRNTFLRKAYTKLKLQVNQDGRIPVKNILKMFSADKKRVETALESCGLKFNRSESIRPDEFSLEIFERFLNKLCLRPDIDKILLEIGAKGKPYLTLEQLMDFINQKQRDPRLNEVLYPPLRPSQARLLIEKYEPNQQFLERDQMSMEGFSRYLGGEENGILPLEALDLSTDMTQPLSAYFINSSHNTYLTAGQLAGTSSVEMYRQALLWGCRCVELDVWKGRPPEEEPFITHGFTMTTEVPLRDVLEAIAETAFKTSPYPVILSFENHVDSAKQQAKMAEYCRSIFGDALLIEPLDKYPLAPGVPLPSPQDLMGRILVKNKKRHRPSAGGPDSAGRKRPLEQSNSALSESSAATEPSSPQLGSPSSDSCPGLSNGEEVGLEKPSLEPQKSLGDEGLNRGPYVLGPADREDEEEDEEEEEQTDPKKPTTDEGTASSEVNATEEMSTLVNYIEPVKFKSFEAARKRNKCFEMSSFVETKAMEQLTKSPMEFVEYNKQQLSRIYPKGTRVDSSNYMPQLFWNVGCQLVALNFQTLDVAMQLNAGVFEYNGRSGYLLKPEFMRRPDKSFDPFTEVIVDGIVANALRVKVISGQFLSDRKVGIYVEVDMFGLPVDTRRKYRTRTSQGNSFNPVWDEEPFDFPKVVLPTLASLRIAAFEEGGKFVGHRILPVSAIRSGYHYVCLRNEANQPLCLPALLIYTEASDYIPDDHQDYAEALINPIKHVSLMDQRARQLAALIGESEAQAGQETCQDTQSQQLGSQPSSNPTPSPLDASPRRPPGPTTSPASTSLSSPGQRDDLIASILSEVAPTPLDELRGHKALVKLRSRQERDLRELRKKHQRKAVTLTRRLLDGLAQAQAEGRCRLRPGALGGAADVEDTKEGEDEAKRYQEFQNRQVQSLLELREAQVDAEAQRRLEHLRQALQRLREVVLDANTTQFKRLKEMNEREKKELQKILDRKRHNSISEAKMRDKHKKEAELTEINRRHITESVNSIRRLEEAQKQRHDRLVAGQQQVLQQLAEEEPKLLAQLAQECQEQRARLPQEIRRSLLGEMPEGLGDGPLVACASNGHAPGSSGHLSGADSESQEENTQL
PG9 binder – small molecules binding HIV-1 gp120 antibody PG9; TR-FRET gp120-PG9 antibody binding; inhibition, % at 6.7 µM; 360,000 tested, 0.43% active; in the data active = inhibition above about 8.5%
* = called active by the depositor; . = not tested or not shown.

SMILES | GAA850 FXN act | DAX1 inh-1 | hcDAF-12 act | hgDAF12 agonist | ssDAF-12 act | Rev-erbA mod | HGIII-sPLA2 inh | SMARCA2 act | DAX1 inh-2 | PLC-beta3 inh | PG9 binder
Cc1cccc(C(=O)NC(CC(=O)O)c2ccc(OC3CCCC3)cc2)c1[N+](=O)[O-] (centres undefined) | 0.5 | 0.2 | 0.0 | -0.2 | -0.8 | 0.0 | -8.0 | -2.2 | 0.6 | -2.3 | 0.2
CC(=O)N1CCN2C(=O)C1CCCC(=O)c1cc(C)ccc12 (centres undefined) | -1.7 | 0.1 | -0.9 | -1.6 | -1.1 | -1.0 | 0.8 | 1.2 | 1.3 | -8.1 | -0.5
CC(=O)c1cccc(NC=C2C(=O)OC3(CCCCC3)OC2=O)c1 | 2.2 | 0.8 | 1.2 | 0.8 | -0.8 | -0.8 | 9.3 | 0.8 | 0.3 | 0.2 | -0.8
CS(=O)(=O)N(CCc1ccccc1)CC(=O)NCc1ccccc1 | -0.7 | -0.2 | -1.1 | 0.0 | -1.4 | 0.4 | -2.5 | -2.6 | -0.1 | 4.4 | -1.7
C/C(=N\NC(=O)CC1N=C(Cc2ccccc2)NNC1=O)c1ccc(Br)cc1 (centres undefined) | -0.5 | -0.1 | -0.2 | 0.5 | -1.0 | -3.0 | -2.7 | -2.9 | 0.9 | 2.8 | -1.4
O=C(CCc1ccccc1)N/N=C/c1cc(Br)ccc1O | -0.9 | -1.2 | -1.2 | -3.3 | -1.1 | -9.8 | -22.8 | -2.7 | -0.5 | -107.0 | -1.2
N#Cc1ccc(-c2csc(-c3ccno3)n2)cc1 | 0.3 | 0.0 | -1.0 | -0.2 | -1.9 | -3.2 | -0.4 | -2.1 | . | -3.8 | -0.5
Cc1sc2ncn3cnnc3c2c1C | 1.9 | 0.3 | -1.4 | 1.6 | -0.8 | 2.6 | 8.4 | 2.1 | 1.2 | 3.6 | 0.1
CC(=O)c1ccc2c(c1)OCCOCCOCCOCCOCCO2 | -1.3 | -0.3 | -2.0 | 0.5 | 0.9 | 2.2 | 2.1 | -3.0 | . | -1.1 | -0.9
COC(=O)C1=C(N)Oc2cc(C)n(Cc3cccnc3)c(=O)c2C1c1ccc(OC)c(OC)c1 (centres undefined) | 2.2 | -1.0 | -1.1 | -0.9 | -0.8 | -0.9 | 6.2 | -0.9 | -1.9 | -1.6 | 0.1
OCCN1CCN(c2nc(NCc3ccco3)c3ccccc3n2)CC1 | 6.5 | 0.2 | -1.7 | 0.7 | -1.1 | -2.8 | -1.4 | 0.0 | -0.6 | -20.4 | 0.3
COc1ccc(NC(=O)c2ccc(NC(=O)CN3CCN(c4ccccc4)CC3)cc2)cc1 | -0.4 | -0.6 | -0.2 | -0.5 | -1.0 | -1.5 | 12.9 | -1.7 | 0.0 | -4.2 | -1.8
C[C@H](CO)N1C[C@H](C)[C@H](CN(C)C(=O)Nc2cccc(F)c2)OCc2cnnn2CCCC1=O | . | -0.3 | -0.3 | -3.7 | -0.5 | -1.5 | 9.5 | -3.5 | . | -2.3 | 0.6
CCc1sc(C(=O)Nc2ccccc2N2CCOCC2)cc1C | -0.1 | -1.1 | -1.3 | 1.2 | -1.5 | -2.0 | 2.3 | -1.1 | -1.1 | -6.4 | -1.4
CCCN1CCN(CCCNC(=O)C(CC)n2nc(C)c3sc4ccccc4c3c2=O)CC1 (centres undefined) | 0.0 | 5.3* | 2.2 | 1.3 | -1.3 | 0.2 | 2.4 | -3.0 | 0.9 | -9.8 | 0.7
Cc1ccc(C(=O)N/C(=C\c2cccs2)C(=O)NC2CCCCC2)cc1 | 1.9 | -0.7 | -1.1 | -0.6 | -1.4 | 2.6 | 4.1 | 0.8 | 0.1 | 1.2 | -0.7
COc1ccccc1C(=O)Nc1ccnn1C1CCN(Cc2cc(C)c(C)cc2C)CC1 | -1.7 | -3.2 | 0.5 | 1.1 | -1.3 | -3.5 | -17.3 | -2.8 | -1.6 | -9.3 | 3.8
C[C@H](CO)N1C[C@H](C)[C@@H](CN(C)Cc2ccccc2)Oc2c(NC(=O)C3CC3)cccc2C1=O | 0.8 | -0.3 | -1.3 | -3.0 | -1.6 | -0.4 | -6.5 | 2.0 | -0.8 | 1.9 | -1.2
Cc1ccc(-n2nc3c(=O)n(CC(=O)NCc4ccccn4)nc(C)c3c2C)cc1 | 0.2 | -0.6 | -2.3 | -3.4 | -1.0 | 4.3 | 7.3 | -2.8 | 0.9 | -7.0 | -0.3
CC(=O)Nc1ccc(SCC(=O)NC(=O)c2ccc(Cl)cc2)cc1 | -0.3 | 0.6 | 0.0 | -2.5 | -0.2 | -2.0 | 9.1 | -1.8 | 0.5 | 2.2 | -3.7
CSCCC(NS(=O)(=O)c1cccc(C(F)(F)F)c1)C(=O)N(C)Cc1ccc2c(c1)OCCO2 (centres undefined) | -1.7 | -1.8 | -2.0 | -0.1 | -0.8 | -3.5 | -15.8 | 0.3 | 1.1 | -3.6 | -0.3
CN(CC(=O)Nc1ccccc1Br)C(=O)c1ccccc1OCc1ccc(Cl)cc1 | 0.4 | -2.0 | 0.2 | -0.7 | -1.4 | 2.0 | -1.3 | -1.1 | -0.9 | -5.5 | -3.4
O=C(COC(=O)c1ncc(Cl)c(Cl)c1Cl)Nc1ccccc1OC(F)F | 0.9 | 0.6 | 5.5 | -0.4 | -0.4 | 3.2 | 12.9 | -3.7 | 0.3 | 1.8 | 1.0
CS(=O)(=O)Nc1ccc(S(=O)(=O)N2CCCC2)cc1 | 0.8 | -0.4 | -1.2 | 0.2 | -1.4 | 0.3 | 4.3 | -3.4 | 2.5 | -6.9 | 0.9
O=C(c1nn2c(C(F)(F)F)cc(-c3cccs3)nc2c1Br)N1CCCc2ccccc21 | 1.6 | -0.3 | 3.6 | 2.2 | -0.1 | 11.8 | -2.3 | -0.2 | 0.6 | -30.1 | -0.5
Cc1ccc(N(C(C)C(=O)N2CCCCC2)S(C)(=O)=O)cc1C (centres undefined) | 2.9 | -0.4 | -1.1 | -1.1 | -1.7 | -3.7 | 3.4 | -3.3 | -1.2 | -2.8 | 2.2
O=C(c1cn(CC(=O)N2CCCCC2)c2ccccc12)C1CC1 | -1.1 | 0.1 | -1.0 | -1.5 | -0.8 | 0.5 | 0.9 | -3.2 | -0.3 | -1.0 | 1.7
COc1ccc(/C=N/Nc2nc(-c3cccc(S(=O)(=O)N4CCCC4)c3)cs2)c(OC)c1 | 2.3 | -1.2 | -4.1 | -1.6 | -1.0 | 0.8 | 1.8 | -2.0 | -1.5 | -16.2 | -0.5
S=C(c1c[nH]c2ccccc12)N1CCCC1 | 1.4 | -0.1 | 0.1 | -5.7 | -1.7 | -2.7 | 11.8 | 0.5 | -0.4 | 2.0 | -0.7
CCc1cc(/C(Cc2ccc3ccccc3n2)=N\O)c(O)cc1O | -0.6 | -1.1 | 3.0 | 0.2 | -1.1 | 3.0 | -52.3 | -1.5 | -0.4 | 1.2 | -1.5
COc1cc(OC)cc(C(=O)NNC(=O)c2ccc(S(=O)(=O)N3CC(C)OC(C)C3)cc2)c1 (centres undefined) | -0.9 | 0.8 | 1.6 | 1.9 | 0.0 | -3.2 | -1.4 | -2.5 | -0.1 | 1.9 | -1.2
COc1cc(CC(=O)OCC(=O)c2ccc3c(c2)OCCO3)cc(OC)c1OC | 2.9 | 2.2 | -0.4 | -2.5 | -0.3 | 2.1 | -0.9 | 2.0 | 2.3 | -5.4 | 1.9
Cc1c(Cl)cccc1NC(=O)Nn1cnnc1 | -0.1 | 0.6 | -1.2 | 2.1 | -1.5 | 2.7 | 3.5 | 2.1 | 0.8 | -3.9 | -1.3
CCn1c(C)c(C(C)=O)c(N2CCN(c3ccccn3)CC2)nc1=S | 0.7 | 0.2 | -0.4 | -0.4 | -1.1 | -1.6 | 10.6 | 2.1 | -0.6 | -5.8 | 1.0
CCN(CC)C(=O)CSc1nc2ncc(Cl)cc2[nH]1 | 2.6 | -0.2 | 2.9 | -0.2 | -1.1 | 1.4 | 3.2 | 0.2 | 1.0 | 1.1 | -1.9
C[C@H]1CN([C@@H](C)CO)S(=O)(=O)c2ccc(C#CC3CC3)cc2O[C@H]1CN(C)C(=O)c1cccnc1 | -0.1 | -0.4 | -0.7 | -1.6 | -1.2 | -8.2 | -6.3 | -0.8 | 0.2 | -0.1 | 0.4
Cc1cccc(C(=O)NCCC(=O)NCc2ccccc2F)c1 | 0.2 | -0.8 | 0.5 | 4.8 | -0.6 | 0.6 | -2.4 | 2.2 | 1.2 | -5.6 | -3.4
O=C(c1cc(-c2ccc(Cl)cc2)n[nH]1)N1CCN(C(=O)c2ccco2)CC1 | -2.3 | -0.4 | -1.5 | -2.5 | -1.0 | -2.3 | 2.1 | 0.2 | 0.4 | -3.0 | -1.5
O=C(Nc1ncc(Cc2cccc(Cl)c2)s1)c1ccc([N+](=O)[O-])cc1 | 2.6 | -0.9 | -1.4 | -2.8 | 0.7 | 13.2 | 11.9 | -3.3 | -0.8 | -4.4 | 1.2
COC(=O)C1CSC(C(=O)OC)N1C(=O)CN1CCN(c2ccccc2)CC1 (centres undefined) | 0.7 | -0.2 | 0.2 | 0.3 | -0.5 | 4.1 | -0.6 | -0.8 | -0.5 | 1.4 | -1.2
O=C(CCCc1c[nH]c2ccccc12)N1CCCCCC1 | 3.4 | -0.4 | 2.9 | 2.1 | -0.8 | -0.4 | -14.7 | -2.3 | -0.5 | -13.1 | 2.0
COc1cccc(C(=O)C2=NN(C(C)=O)CC2c2ccco2)c1 (centres undefined) | 2.5 | 0.9 | 0.4 | -3.4 | -2.1 | 1.4 | 0.6 | -2.4 | -0.9 | 1.0 | -0.8
COc1cc(NC(=O)CNC(=O)Cn2cnc3sc(C)c(C)c3c2=O)cc(OC)c1OC | 0.9 | -1.3 | -1.6 | 0.6 | -1.1 | -3.0 | -2.4 | 1.5 | 0.5 | 0.3 | 0.1
Cc1ccc(S(=O)(=O)Nc2csc(C)c2C(=O)O)cc1 | . | 0.1 | -1.5 | -0.5 | -1.3 | -19.2 | -11.4 | -3.9 | . | -6.2 | 1.8
CCOC(=O)CNC(=O)C12CC3CC(CC(C3)C1)C2 | 1.5 | 0.7 | -0.6 | -2.0 | -1.9 | -5.6 | 3.1 | -3.4 | -0.9 | -4.7 | 0.0
CS(=O)(=O)N1CCN(c2ccccc2NC(=O)Cc2ccc(Cl)cc2)CC1 | 2.0 | 0.9 | 1.3 | -1.5 | -1.1 | 4.8 | -5.2 | 0.8 | -0.2 | 0.6 | 0.2
CSc1nc(O)c(Nc2cccc(Cl)c2)c(=O)[nH]1 | 2.9 | 0.6 | -0.9 | 1.0 | -1.0 | -2.1 | 8.6 | -4.3 | 0.7 | -6.9 | -4.8
COc1ccc(CSc2nnnn2Cc2ccccc2)cc1OC | 1.0 | -0.6 | -2.3 | -1.8 | -1.0 | -1.0 | -0.7 | 0.5 | 0.5 | 2.4 | -2.0

Screening results (PubChem BioAssay)
